Screening results from PubChem BioAssay.
RXFP1 antag – RXFP1 (human) relaxin receptor antagonism. Q9HBX9. HEK293-RXFP1, relaxin-stimulated cAMP HTRF, 30 min; stronger effect = lower value. activity change, negative = inhibition, % at 57.5 µM. 350,000 tested, 0.59% active. AID 1259400;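 active = activity change of -60% or lower, but not beyond a set lower limit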; note: % is set by controls: 0 for no effect and ±100 for the full control effect
D2 PAM – positively modulates the human D2 dopamine receptor allosterically. P14416. HEK293 T-REx D2, calcium flux, EC20 dopamine potentiation. potentiation, % at 10 µM. 340,000 tested, 0.34% active;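 active = potentiation over 3 SD above the plate norm, cut at about 30% in these data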; note: 0% is about no effect
Target sequence (P14416 whole entry, looked up): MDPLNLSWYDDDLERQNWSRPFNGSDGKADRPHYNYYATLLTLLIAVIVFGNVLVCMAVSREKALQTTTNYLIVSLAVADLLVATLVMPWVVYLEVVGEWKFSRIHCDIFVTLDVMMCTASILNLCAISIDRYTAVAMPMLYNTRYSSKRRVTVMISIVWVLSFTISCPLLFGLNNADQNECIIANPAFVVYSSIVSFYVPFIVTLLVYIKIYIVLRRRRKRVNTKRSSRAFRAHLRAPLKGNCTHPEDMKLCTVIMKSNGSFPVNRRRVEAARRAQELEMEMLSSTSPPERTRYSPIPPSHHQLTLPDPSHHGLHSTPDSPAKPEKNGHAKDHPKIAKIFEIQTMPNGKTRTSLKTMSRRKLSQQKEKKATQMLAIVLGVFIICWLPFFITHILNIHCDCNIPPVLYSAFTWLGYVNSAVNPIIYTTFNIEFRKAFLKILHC
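Potentiation of an EC20 dopamine calcium response is measured in a force-coupled, tetracycline-inducible Hek293 Trex D2 line. Compound-only kinetic reads over 180 s flag agonists before dopamine addition.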
D2 agonist – activates the human D2 dopamine receptor; P14416; HEK293 T-REx D2 cells, calcium flux agonist mode; activation, % at 2 µM; 340,000 tested, 0.53% active; AID 485358;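 active = activation over 3 SD above normal in the single-dose calcium agonist read, cut at about 30% in these data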; note: 0% is about no effect
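Calcium-flux readout, 1 cycle/sec over 180 s following compound pin transfer, in inducible HEK293 Trex D2 cells (force-coupled); dopamine controls included. Positive calcium responses during this window marked compounds as potential agonists.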
D2 antag – D2 dopamine receptor (human) antagonism. inhibition, % at 10 µM. 340,000 tested, 2% active. HEK293 TREx D2 cells, calcium flux, dopamine EC80. P14416; in the data active = inhibition above about 30%; note: 0% is about no effect
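Read-out: kinetic calcium fluorescence (1 cycle/s) in inducible HEK293 T-REx D2 cells after an EC80 dopamine addition that followed 180 s compound preincubation. Loss of the dopamine response indicates antagonism.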
TRHR PAM – allosterically enhances the human TRH receptor; P34981; TRHR cells, fluo-8 calcium fluorescence, EC20 TRH enhancement; enhancement, % at 2 µM; 360,000 tested, 0.66% active; in the data active = enhancement above about 30%; note: 0% is about no effect
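TRHR-expressing cells loaded with fluo-8 calcium dye were read kinetically (ex 480/em 530) during compound addition, then stimulated with an EC20 of TRH (10 nM final). Enhancement of the Gq-mediated intracellular calcium response was scored.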
D1 PAM – potentiators of human D1 dopamine receptor; P21728; HEK293 TREx D1 cells, calcium flux, dopamine EC20 potentiation; potentiation, % at 10 µM; 360,000 tested, 0.036% active; AID 504651; in the data active = potentiation above about 30%; note: 0% is about no effect
Target sequence (P21728 whole entry, looked up): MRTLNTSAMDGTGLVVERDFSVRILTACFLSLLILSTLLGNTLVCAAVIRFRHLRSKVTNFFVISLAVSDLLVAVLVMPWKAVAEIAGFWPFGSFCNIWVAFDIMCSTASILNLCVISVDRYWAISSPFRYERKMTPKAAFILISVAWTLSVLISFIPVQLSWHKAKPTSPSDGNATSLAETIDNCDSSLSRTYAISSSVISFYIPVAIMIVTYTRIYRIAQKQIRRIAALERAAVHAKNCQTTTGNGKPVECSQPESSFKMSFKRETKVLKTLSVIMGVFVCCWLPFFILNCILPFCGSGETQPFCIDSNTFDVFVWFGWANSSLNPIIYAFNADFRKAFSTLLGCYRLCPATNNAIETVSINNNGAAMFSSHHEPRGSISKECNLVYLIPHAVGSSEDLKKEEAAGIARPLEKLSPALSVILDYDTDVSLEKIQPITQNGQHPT
TRHR ag – agonists of human TRH receptor; 360,000 tested, 0.18% active; TRHR cells, calcium flux fluo-8, FDSS agonist mode; activation, % at 2 µM; note: 0% is about no effect
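Agonist-mode FDSS calcium read (Ex 480/Em 530, 1 s cycles) in 1536-well TRHR cells with fluo-8 dye, after 10-cycle baseline and 23 nL compound addition; TRH at EC20 (10 nM final) added afterwards for the enhancer phase.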
D1 agonist – agonists of human D1 dopamine receptor; P21728; HEK293 T-REx D1 cells, calcium flux, agonist mode; activation, % at 2 µM; 360,000 tested, 1% active; AID 504660; note: 0% is about no effect
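Agonism was scored from calcium flux recorded over 180 s (1 read/s) after pintool compound addition, following a 10-cycle baseline. Cells were inducible force-coupled HEK293 TREx D1, plated overnight at 30 C and loaded with no-wash calcium dye.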
D1 antagonist – antagonists of human D1 dopamine receptor; P21728; HEK293 TREx D1 cells, calcium flux, dopamine EC80; stronger effect = lower value; activity change, negative = inhibition, % at 10 µM; 360,000 tested, 3.2% active; in the data active = activity change below about -30%; note: % is set by controls: 0 for no effect and ±100 for the full control effect
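Tetracycline-induced HEK293 Trex D1 cells, force-coupled to calcium, dye-loaded; compounds added and read 180 s, then EC80 dopamine added and calcium flux tracked kinetically another 180 s.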
* marks the source's active call; other numbers are inactive results; . = not tested or not shown; & = joins results of further samples; ! = not confirmed by another sample. Cut-off read from the data, not from the text of the source, unless noted: active = activation above about 30%; inactive = the rest. Not a hit list; 7.3% or so of the library scored in one or more.

smiles	RXFP1 antag	D2 PAM	D2 agonist	D2 antag	TRHR PAM	D1 PAM	TRHR ag	D1 agonist	D1 antagonist
CC1Sc2ccc(S(=O)(=O)N3CCC(C(=O)NCc4ccccc4)CC3)cc2NC1=O (stereo not drawn)	22	9	0.6	2	-1	-2	-0.4	0	0
CCCOc1ccc(C2C3=C(CCCC3=O)N(CC(=O)O)C3=C2C(=O)CCC3)cc1OCC	9	-8	-0.1	7	3	5	-0.1	0	-1
CC1CCCCC1NC(=O)NC(=O)COC(=O)c1cncc(Br)c1 (stereo not drawn)	-7	-2	0.1	4	2	-1	5.3	6	20
CC(C(=O)O)N1CCCCC1 (stereo not drawn)	0	-5	0.3	-7	0	6	-0.4	1	15
COc1cccc(-c2csc(N3CCN(CC(=O)Nc4ccc5c(c4)OCO5)CC3)n2)c1	-3	-2	1.0	-2	-3	-9	-1.1	0	-2
Cc1cccc(/C(N)=N/OC(=O)Cc2cccs2)c1	-8	-8	-1.1	2	0	-6	-0.2	1	33
COc1ccc(-n2cnnc2SCC(=O)Nc2cccc(S(=O)(=O)N3CCCCC3)c2)cc1	8	-9	-0.7	-6	6	6	-0.2	1	-7
COc1ccc(S(=O)(=O)N2CCOC23CCN(S(=O)(=O)c2ccc(F)cc2C)CC3)cc1	-4	0	0.6	6	-8	-7	-0.5	5	-9
Cc1cc(C)c(C)c(S(=O)(=O)ON2C(=O)c3ccccc3C2=O)c1C	9	6	-0.5	14	-8	-5	-0.5	1	-4
C[N+](C)(C)CCOP(=O)([O-])OC[C@H](O)CO	.	-7	-1.5	-2	5	2	0.1	3	-6
CC(C)CNC(=O)CSc1nnc(CN2CCCCCC2=O)n1-c1ccccn1	-18	-11	-0.7	-8	-15	0	0.7	3	8
COc1ccc(N(CC(=O)NCCSC2CCCCC2)S(=O)(=O)c2ccccc2)c(OC)c1	.	12	0.2	-8	-11	-4	2.2	4	-1

2 entries from above in another layout.
Under each structure: RXFP1 antag	D2 PAM	D2 agonist	D2 antag	TRHR PAM	D1 PAM	TRHR ag	D1 agonist	D1 antagonist
COc1ccc(S(=O)(=O)N2CCOC23CCN(S(=O)(=O)c2ccc(F)cc2C)CC3)cc1
  -4	0	0.6	6	-8	-7	-0.5	5	-9
CC(C(=O)O)N1CCCCC1 (stereo not drawn)
  0	-5	0.3	-7	0	6	-0.4	1	15

The main list resumes; the 2 compounds before the break are reprinted first.
smiles	RXFP1 antag	D2 PAM	D2 agonist	D2 antag	TRHR PAM	D1 PAM	TRHR ag	D1 agonist	D1 antagonist
CC(C)CNC(=O)CSc1nnc(CN2CCCCCC2=O)n1-c1ccccn1	-18	-11	-0.7	-8	-15	0	0.7	3	8
COc1ccc(N(CC(=O)NCCSC2CCCCC2)S(=O)(=O)c2ccccc2)c(OC)c1	.	12	0.2	-8	-11	-4	2.2	4	-1
COc1ccccc1CNC(=O)COC(=O)c1ncc(Cl)c(Cl)c1Cl	-6	4	-0.8	20	16	-3	0.3	14	-21
CCOc1ccc(S(=O)(=O)Nc2cccc(-c3ccc(OCC)nn3)c2)cc1	-9	8	-1.1	.	1	-3	-0.6	5	-10
CCOC(=O)CNc1c(-c2ccc(O)cc2)nc2ccccn12	7	16	-0.7	0	15	-3	-0.2	0	10
N=c1sccn1CC(=O)Nc1ccccc1-c1ccccc1	1	4	1.6	-10	6	-2	-0.7	11	-2
O=C(Nc1ccc(N2CCN(Cc3ccccc3)CC2)cc1)c1ncn[nH]1	-12	.	.	.	-14	3	-0.1	2	-23
O=S(=O)(NCCc1ccc(Cl)cc1)c1ccc(N2CCCCS2(=O)=O)cc1	-3	-3	.	.	4	1	-0.1	13	-35*
CNC(=O)c1cc(C(=O)c2c(Cl)cccc2Cl)c[nH]1	10	-5	-0.6	-6	-1	-9	2.4	5	-2
O=C(Nc1ccc(O)cc1)C1CCCN1S(=O)(=O)c1ccc(F)cc1 (stereo not drawn)	.	-1	-0.1	7	28	-12	0.2	1	3
O=C(Cc1ccc([N+](=O)[O-])cc1)N/N=C/c1cccs1	13	-8	-0.8	-7	2	-2	0.2	2	-1
Cc1cccc(C(=O)NCCc2sc(-c3ccccc3)nc2C)c1	.	-8	0.3	.	-7	-6	-1.0	0	-20
COc1ccccc1OCCNC(=O)C(=O)c1c[nH]c2ccccc12	0	5	2.0	5	3	3	0.5	5	-5
CCOC(=O)N1CCC(Nc2c(NCCCN(C)Cc3ccccc3)c(=O)c2=O)CC1	.	-4	1.3	29	3	.	0.1	1	6

Entries of single compounds, looked up by structure. Screens in order: RXFP1 antag, D2 PAM, D2 agonist, D2 antag, TRHR PAM, D1 PAM, TRHR ag, D1 agonist, D1 antagonist
Listed for COc1ccc(S(=O)(=O)N2CCOC23CCN(S(=O)(=O)c2ccc(F)cc2C)CC3)cc1 → -4, 0, 0.6, 6, -8, -7, -0.5, 5, -9
Listed for COc1cccc(-c2csc(N3CCN(CC(=O)Nc4ccc5c(c4)OCO5)CC3)n2)c1 → -3, -2, 1.0, -2, -3, -9, -1.1, 0, -2

Other results:
smiles	RXFP1 antag	D2 PAM	D2 agonist	D2 antag	TRHR PAM	D1 PAM	TRHR ag	D1 agonist	D1 antagonist
O=C(CSc1ccccc1)N1CCN(S(=O)(=O)c2ccccc2)CC1	0	-5	0.7	-1	-6	2	-0.3	1	11
Cn1cc(S(=O)(=O)N2CCCCC2)cc1C(=O)Nc1cccc(C#N)c1	.	.	0.7	.	5	-3	-0.2	11	0
O=C(Cn1cnc2cc([N+](=O)[O-])ccc2c1=O)Nc1cccc2ccccc12	-9	-3	-0.5	11	9	-7	0.5	4	1
CCCCOc1cccc(C2(C(=O)O)CCCC2)c1	-11	27	0.7	6	0	11	-0.2	3	7
CCC(C(=O)N1CCN(C(=O)c2ccco2)CC1)n1sc2ccccc2c1=O (stereo not drawn)	-13	0	-1.1	3	1	-1	-0.3	1	-2
CC1CCCN(c2nc3c(c(=O)n(C)c(=O)n3C)n2Cc2ccccc2)C1 (stereo not drawn)	0	-8	-1.2	-9	1	-2	1.0	2	-2
COc1ccc(S(=O)(=O)N2N=C(C)Oc3ccccc3C2=O)cc1	2	1	0.4	23	-3	-8	0.1	3	-8
C[C@]12CC[C@@H]3c4ccc(OC(=O)c5ccccc5)cc4CC[C@H]3[C@@H]1CC[C@@H]2O	.	-5	0.2	-11	6	-5	0.7	3	-25
FC(F)(F)c1ccc(N2CCN(c3ncnc4c3nnn4Cc3ccccc3)CC2)nc1	-10	15	0.5	3	0	-6	-0.8	1	21
COc1ccc(/C=C/C(=O)NCc2c(C)nn(C)c2C)cc1COc1ccc(Br)cc1	4	4	0.5	6	7	5	0.4	4	0
Cc1noc(C)c1COc1ccc(C(=O)OCc2nnc(-c3ccc(Cl)cc3)o2)cc1	4	-5	-0.3	-9	-4	-2	2.9	11	6
COCCN1CCN(C(=O)C2CCC(=O)N(Cc3ccccc3OC)C2)CC1 (stereo not drawn)	-12	.	.	.	-4	-2	0.5	3	0

Structures listed above that bear a hit mark in D1 antagonist.
| mol | RXFP1 antag | D2 PAM | D2 antag | TRHR PAM | D1 PAM | TRHR ag | D1 agonist | D1 antagonist |
| --- | --- | --- | --- | --- | --- | --- | --- | --- |
| O=S(=O)(NCCc1ccc(Cl)cc1)c1ccc(N2CCCCS2(=O)=O)cc1 | -3 | -3 | . | 4 | 1 | -0.1 | 13 | -35* |

(further entries)
smiles	RXFP1 antag	D2 PAM	D2 agonist	D2 antag	TRHR PAM	D1 PAM	TRHR ag	D1 agonist	D1 antagonist
CCc1ccc(OCC(=O)Nc2ccc3c(c2)OCCO3)cc1	-27	6	-0.9	1	-1	-3	-1.9	4	-20
COc1cc(C)c(Cl)c(C)c1S(=O)(=O)NCc1cccnc1	-6	32*	0.6	-22	-9	-13	-0.3	5	-9
COc1ccc(S(=O)(=O)N(C)CC(=O)Nc2ccccc2C(F)(F)F)cc1Cl	-4	-2	-0.2	4	0	-1	-0.3	0	-10
Cc1ccc(NC(=O)C2CCN(S(=O)(=O)c3cccs3)CC2)cc1	18	-4&-4	-5.0&0.7	22	-1&-8	-11&0	0.2&-0.8	22&7	-37*!
CCOc1cc(C=O)cc(Br)c1OCC(N)=O	-3	0	0.5	11	-2	-2	0.9	2	-6
Cc1ccnc(N2CCC(C(=O)NNC(=O)c3ccccc3)CC2)n1	26	-11	-0.5	-1	-3	0	-0.8	-2	6
CCOC(=O)C1=C(C)NC(=O)NC1c1ccc(OC(=O)c2ccco2)c(OC)c1 (stereo not drawn)	-11	6	-1.3	-11	5	1	-0.2	1	-8
O=C(CSc1nccc(=O)[nH]1)Nc1ccccc1Sc1ccccc1	-9	6	-0.4	10	5	1	1.0	-4	9
Cc1ccccc1CC(=O)N1CC(C)OC(C)C1 (stereo not drawn)	16	2	-0.2	0	5	1	0.4	2	3
CC(C)(C)C(=O)O/N=C1/C(=O)N(c2ccccc2)c2ccccc21	-9	9	0.3	1	1	-4	0.6	1	14
CCOc1ccccc1N1CCN(C(=O)CNC(=O)c2sc3ccccc3c2Cl)CC1	-5	.	-0.5	-1	-1	-2	-0.5	1	-10
CN1C(=O)N(C)c2ccc(Br)c3cccc1c23	3	-12	0.1	11	1	2	-0.8	1	31
C/C(Cn1nnc2ccccc21)=N/OC(=O)c1c(F)cccc1F	13	.	0.8	4	2	-4	-0.1	11	-11
